Source: PubChem BioAssay
yeast bub3 – NCI yeast anticancer drug screen, S. cerevisiae bub3 mutant strain. % growth inhibition at 50 µM. 78,000 tested, 9.9% active;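 also: 0% = growth of vehicle-only cultures of the same strain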
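Readout: yeast growth inhibition, expressed relative to vehicle-only wells. The test organism is a mutant strain from a panel with lesions in DNA repair or checkpoint genes.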
cln2 rad14 – NCI yeast anticancer drug screen, S. cerevisiae cln2 rad14 strain. 78,000 tested, 8.3% active. % growth inhibition at 50 µM;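 also: 0% = growth of vehicle-only cultures of the same strain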
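cln2 rad14 yeast strain; compound exposure; growth inhibition read vs vehicle controls.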
mlh1 rad18 – NCI yeast anticancer drug screen, S. cerevisiae mlh1 rad18 strain; % growth inhibition at 50 µM; 79,000 tested, 11% active; AID 175, 2004;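 also: 0% = growth of vehicle-only cultures of the same strain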
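Growth inhibition of the yeast strain was measured after compound exposure and expressed relative to vehicle-treated controls. The strain carries defined defects in DNA damage repair.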
rad50 – NCI yeast anticancer drug screen, S. cerevisiae rad50 strain | AID 155, 2004 | 79,000 tested, 10% active | growth inhibition, % at 50 µM;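 also: 0% = growth of vehicle-only cultures of the same strain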
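Readout: growth inhibition relative to vehicle-treated cultures. Compound exposure was carried out in a genetically defined yeast strain deficient in DNA damage repair.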
mec2-1 – NCI yeast anticancer drug screen, S. cerevisiae mec2-1 strain. % growth inhibition at 50 µM. 79,000 tested, 9% active;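 also: 0% = growth of vehicle-only cultures of the same strain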
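Yeast mec2-1 mutant treated with compound. Readout: growth inhibition vs vehicle controls.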
sgs1 mgt1 – NCI yeast anticancer drug screen, S. cerevisiae sgs1 mgt1 strain; % growth inhibition at 50 µM; 78,000 tested, 10% active; AID 161, 2004;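 also: 0% = growth of vehicle-only cultures of the same strain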
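This yeast growth screen uses a strain with defined DNA-repair lesions; compound-treated growth is compared with vehicle-treated growth.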
Starred values were filed as active, the others as inactive; nt = not tested or not shown. Rule as the data show it: active = growth inhibition above about 70%; inactive = the rest.

#1 Cc1cc(C)c2c(c1)C(=O)c1ccccc1C2=O
#2 C/C=C/C(=O)OCC1=CC(O)C(O)[C@H](O)C1 (stereo not given in full)
#3 Cc1ccc(NC(=O)CCC(=O)C2CC(=O)CCC2=O)cc1C (stereo not given)
#4 Cc1c(CN(C)C)ccc2ccccc12
#5 CCOC(=O)c1[nH]n(-c2ccccc2)c(=O)c1C=NC(=S)c1cccnc1
#6 CCCC(CCC)(S(=O)(=O)CC)S(=O)(=O)CC
#7 O=C(O)COc1cc([N+](=O)[O-])c(Cl)cc1Cl
#8 NC(=O)NOCc1ccccc1

entry no.	1	2	3	4	5	6	7	8
mec2-1	47	-27	-15	-6	2	-3	-12	-8
yeast bub3	31	-46	6	1	-25	12	-1	-13
sgs1 mgt1	47	-15	-1	4	-29	-6	19	0
rad50	43	-28	-23	-6	-12	5	8	8
cln2 rad14	38	-7	6	-34	20	-10	16	-36
mlh1 rad18	59	-34	-10	-9	-16	-1	21	2

#9 CCN(CC)CCOC(=O)CCN1CC2CCC(CC2)C1
#10 S=C(NCc1ccncc1)Nc1ccccc1Cl
#11 Nc1ccccc1SC1CC(=O)N(c2ccccc2Cl)C1=O (stereo not given)
#12 O=C1NC(Cc2cccc(I)c2)C(=O)N1c1ccccc1 (stereo not given)
#13 O=C(COc1cc(Cl)c(Cl)cc1Cl)Nc1ccc(Cl)cc1
#14 c1ccc(CCN(CCc2ccccn2)CCc2ccccn2)nc1
#15 CCOC(=O)CCC(NC(=O)C(Cc1ccc([N+](=O)[O-])cc1)NC(=O)OC(C)(C)C)C(=O)NC(CCC(=O)OCC)C(=O)OCC (stereo not given)
#16 CC(=O)OCC1OC(n2c(Br)nc3c(N)ncnc32)C(O)C1O (stereo not given)

entry no.	9	10	11	12	13	14	15	16
mec2-1	-22	0	-33	3	20	-14	21	-4
yeast bub3	-33	6	nt	16	17	3	3	-1
sgs1 mgt1	-24	-5	nt	32	18	0	14	-16
rad50	-36	3	-18	37	15	-6	19	-3
cln2 rad14	9	13	nt	29	17	0	-5	-12
mlh1 rad18	-21	10	-6	29	11	18	3	-29

#17 CCN(CC)CCNc1ccc([N+](=O)[O-])c2sc3ccccc3c(=O)c12
#18 CC(C)[N+](=C1O[B-](c2ccccc2)(c2ccccc2)O[B-]1(c1ccccc1)[C+]1CCCCC1)C(C)C (stereo not given)
#19 CN1C(=O)[C@@H]2N(N(C)C1=O)[C@@]1(Br)C(=O)N(C)C(=O)[C@@]21Br
#20 O=C(O)c1nnsc1-c1ccccc1
#21 CN1C(=O)C23CCCN2C(=O)C1(C)SC(=N)S3 (stereo not given)
#22 CC(C)/C(Cl)=N\OC(=O)Nc1ccc(F)cc1
#23 Cc1ccc(S(=O)(=O)N2CC(CCl)N(S(=O)(=O)c3ccc(C)cc3)CC2CCl)cc1 (stereo not given)
#24 CC[C@H]1OC(=O)[C@H](C)[C@@H](OC2CC(C)(OC)C(OC(=O)CCCC(=O)O)C(C)O2)[C@H](C)[C@@H](OC2OC(C)CC(N(C)C)C2O)[C@](C)(O)C[C@@H](C)C(=O)[C@H](C)[C@@H](O)[C@]1(C)O (stereo not given in full)

entry no.	17	18	19	20	21	22	23	24
mec2-1	91*	-4	79*	-1	8	34	7	14
yeast bub3	18	2	94*	5	2	74*	4	15
sgs1 mgt1	41	11	88*	6	-3	89*	21	5
rad50	86*	-51	92*	4	2	11	28	16
cln2 rad14	20	20	68	-15	-45	39	10	7
mlh1 rad18	90*	2	98*	3	5	-42	21	29

#25 CC(=O)N=C1N(/C=C2\C(=O)Oc3ccccc3C2=O)C(=O)/C(=C/c2ccccc2Cl)N1C
#26 Cc1cc(C2(O)CCCc3ccccc32)[n+]([O-])cc1C (stereo not given)
#27 C=CC1CCC[S+]1CC(=O)OCC (stereo not given)
#28 CC(=O)C(N=Nc1ccc(S(=O)(=O)Nc2nccs2)cc1)C(=O)Nc1cccc2ccccc12 (stereo not given)
#29 NC(=O)NC1=NCCC(=O)N1CCc1c[nH]c2ccccc12
#30 Oc1c(C(Nc2ccccc2)c2ccccc2)ccc2cccnc12 (stereo not given)
#31 CC(O)(c1ccccc1)C(O)c1ccccc1 (stereo not given)
#32 CC(C)(C)O[Si](N)(N)OC(C)(C)C

entry no.	25	26	27	28	29	30	31	32
mec2-1	-22	-3	-15	5	76*	81*	-8	10
yeast bub3	-17	1	4	3	78*	84*	-6	1
sgs1 mgt1	-26	-9	1	40	84*	99*	-7	19
rad50	-13	-17	2	50	51	97*	-4	0
cln2 rad14	10	-5	16	20	78*	96*	-19	-21
mlh1 rad18	-8	3	-7	40	88*	96*	3	9

#33 NCCCNC(=O)c1ccccc1N
#34 Nc1ncc(C(=O)c2ccccc2)cc1[N+](=O)[O-]
#35 COC(=O)c1ccccc1CC1Cc2cccc(C)c2C1=O (stereo not given)
#36 c1ccc(CSc2nnc(SCc3ccccc3)c3[nH]cnc23)cc1
#37 CC(O)COC(C)c1ccccc1 (stereo not given)
#38 Cc1cc(NC(=S)SCc2ccc(Cl)cc2)ccc1Cl
#39 CCCCCCCC(=O)C1C(c2ccc(C(C)C)cc2)CC(=O)C(CCCCCC)C1c1ccc(C(C)C)cc1 (stereo not given)
#40 C/C(CC(=O)Nc1cccc(Cl)c1C)=N\NC(=O)c1ccncc1

entry no.	33	34	35	36	37	38	39	40
mec2-1	-21	22	51	47	0	93*	-10	-2
yeast bub3	-7	-3	80*	50	-6	92*	-13	0
sgs1 mgt1	4	-6	68	46	-1	92*	-1	-6
rad50	-4	-6	65	61	9	90*	13	6
cln2 rad14	1	39	24	56	5	91*	39	-2
mlh1 rad18	5	-1	76*	12	2	91*	-6	1

#41 O=C(CC(C(=O)O)c1c[nH]c2ccccc12)c1ccccc1 (stereo not given)
#42 Nc1ccc(C(=O)O)c(O)c1.Nc1ccc(C(=O)O)c(O)c1.[Cu]
#43 O=S(=O)(c1ccccc1)C1CCCCC1I (stereo not given)
#44 N#CC(c1ccccc1)N(CCOCCOCCN(C(=O)c1cccc2ccccc12)C(C#N)c1ccccc1)C(=O)c1cccc2ccccc12 (stereo not given)
#45 CCOc1c(OC)cc(C2c3cc4c(c(OCC)c3CC3COC(=O)C32)OCO4)cc1OC (stereo not given)
#46 COc1cccc(CNc2ncnc3nc[nH]c23)c1
#47 CCOC(=O)C1C(c2ccccc2)ON(c2ccccc2)C1c1cccc([N+](=O)[O-])c1 (stereo not given)
#48 CCN(CC)CCN(CC)CC(=O)Nc1ccccc1Cl

entry no.	41	42	43	44	45	46	47	48
mec2-1	-19	2	4	-7	16	2	4	-30
yeast bub3	94*	-2	24	32	20	-4	3	-4
sgs1 mgt1	57	-20	21	-15	49	15	-4	-2
rad50	45	-13	46	1	37	16	22	-15
cln2 rad14	-17	4	-30	6	28	4	-12	4
mlh1 rad18	0	-5	19	-49	0	25	2	-14

#49 CCCCCCCCCCCCCCCC(C)(C)O
#50 COC(=O)CCC(=O)Nc1cc(C)ccc1C
#51 S=C(NCCl)NCc1ccccc1
#52 CN1C(=O)C(CC(N)=O)NC1=S (stereo not given)
#53 C1CCC(CCOCCC2CCCCC2)CC1
#54 CC(C)CC(F)(C(N)=O)C(N)=O
#55 CCCCNC(=O)CC(C)C(=O)O (stereo not given)
#56 CCCCNC(=O)C(C)C

entry no.	49	50	51	52	53	54	55	56
mec2-1	-28	-20	12	31	19	-4	-1	-6
yeast bub3	nt	-2	-9	43	3	-6	-2	-4
sgs1 mgt1	nt	-8	14	51	20	-3	-6	-3
rad50	-29	-6	1	66	49	-5	3	10
cln2 rad14	nt	4	-68	5	20	-3	-21	-20
mlh1 rad18	5	-12	7	24	20	-4	6	19

#57 O=C(O)C12CC3CC(C1)C2C=C3P(=O)(O)O (stereo not given)
#58 O=C(NCC1=NCCN1)c1ccccc1
#59 C(#CC(Sc1ccccc1)=C(Sc1ccccc1)Sc1ccccc1)Sc1ccccc1
#60 COC(=O)C(C(=O)C(=O)Nc1cccc([N+](=O)[O-])c1)c1nc2ccc([N+](=O)[O-])cc2[nH]c1=O (stereo not given)
#61 COC(=O)/C=C(C)/C=C/c1cc(C(C)=O)c(C)o1
#62 O=S1(=O)CCc2ccccc2C(Cl)C1 (stereo not given)
#63 Cc1cc([N+](=O)[O-])c(C)cc1C#N
#64 N#C/C(=C\c1ccccn1)c1ccc(Cl)cc1

entry no.	57	58	59	60	61	62	63	64
mec2-1	-18	-3	2	18	-3	-8	-42	1
yeast bub3	-14	6	6	9	30	3	-16	17
sgs1 mgt1	-35	-14	-22	-10	8	-10	-5	12
rad50	-10	2	3	38	-2	-13	-1	3
cln2 rad14	9	12	-32	-38	-12	3	14	-17
mlh1 rad18	-14	11	-6	46	-7	-9	25	54

#65 CCSc1nnc(Sc2c3ccccc3nc3ccccc23)s1
#66 c1ccc(N(c2ccccc2)N(c2ccccc2)c2ccccc2)cc1
#67 COc1cc(C2C=C(c3ccccc3)Oc3cc4c(cc32)OCO4)cc(OC)c1OC (stereo not given)
#68 CC(C)c1ccc(C(O)C2CC2)cc1 (stereo not given)
#69 Cc1c(Cl)cccc1NC(=O)Nc1ccc(S(N)(=O)=O)cc1
#70 Cc1ccc(NC(=O)c2cc3ccccc3c(N=Nc3cc(S(=O)(=O)O)ccc3O)c2O)c(C)c1
#71 O=C(O)CCC1NC(/C(=C/c2ccccc2O)NC(=O)c2ccccc2)OC1=O (stereo not given)
#72 O=[N+]([O-])c1ccc(C2=NOC(c3ccc(Cl)cc3)N2C23CC4CC(CC(C4)C2)C3)cc1 (stereo not given)

entry no.	65	66	67	68	69	70	71	72
mec2-1	3	-9	-40	-41	29	52	-8	-35
yeast bub3	17	2	12	-20	22	83*	-8	-33
sgs1 mgt1	-13	-14	-8	-15	39	79*	-14	-16
rad50	27	-26	-30	-14	1	72*	-1	-23
cln2 rad14	11	-31	-5	3	1	60	-19	-24
mlh1 rad18	76*	-22	3	-12	19	81*	-16	-18

#73 CCOC(=O)CC#N
#74 COC(=O)/C=C(\C)C(C)=Nc1ccccc1
#75 O=C1C2=C(Nc3ccccc3N2)OC1c1ccc(C2OC3=C(Nc4ccccc4N3)C2=O)cc1 (stereo not given)
#76 CC1CC(=O)Nc2ccccc2N1C(=O)C1CC1 (stereo not given)

entry no.	73	74	75	76
mec2-1	11	5	-1	-33
yeast bub3	21	-6	-1	-12
sgs1 mgt1	-29	-3	-2	-3
rad50	22	11	-8	-8
cln2 rad14	10	-23	20	3
mlh1 rad18	-7	3	11	-2
